PLK1 PBD inh = inhibitors of human PLK1 polo-box domain binding; P53350; Plk1 PBD binding of FITC phosphopeptide, fluorescence polarization; Potency, µM, for inactives: max response, negative = inhibition, hits mostly inhibitors; hit rate 2.8% among 360,000; AID 720504; also: potency is read from the fitted curve at half-maximal effect; series mostly up to about 57 µM; % is scaled to controls: 0 for no effect and ±100 for the full control effect; nearly all actives have a fitted effect of over 65% in size
Target sequence (P53350 whole entry, looked up, the tested form may be a part): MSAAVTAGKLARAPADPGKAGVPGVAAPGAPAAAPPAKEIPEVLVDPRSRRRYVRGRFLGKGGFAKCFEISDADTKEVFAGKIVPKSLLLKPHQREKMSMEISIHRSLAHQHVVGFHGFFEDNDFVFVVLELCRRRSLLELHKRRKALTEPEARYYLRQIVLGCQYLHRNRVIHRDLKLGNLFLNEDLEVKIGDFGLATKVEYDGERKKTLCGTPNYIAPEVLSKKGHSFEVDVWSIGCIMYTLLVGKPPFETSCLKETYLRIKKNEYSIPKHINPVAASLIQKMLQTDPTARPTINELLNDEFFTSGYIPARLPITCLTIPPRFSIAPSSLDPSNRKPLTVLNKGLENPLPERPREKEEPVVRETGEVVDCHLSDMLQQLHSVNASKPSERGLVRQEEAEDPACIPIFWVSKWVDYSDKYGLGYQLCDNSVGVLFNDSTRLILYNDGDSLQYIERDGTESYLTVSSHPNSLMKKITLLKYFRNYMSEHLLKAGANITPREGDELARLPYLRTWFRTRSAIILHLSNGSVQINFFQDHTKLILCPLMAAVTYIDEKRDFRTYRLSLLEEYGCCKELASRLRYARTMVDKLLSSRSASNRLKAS
PTHR1 agonist = agonists of human PTHR1 parathyroid hormone receptor. Q03431. HEK293 GP2 PTHR1 cells, GloSensor cAMP luminescence, 1 h. Potency, µM (top dose mostly 115 µM), without a hit: top-dose activation, actives largely listed as activators. hit rate 0.075% among 410,000. AID 743266; also: potency is read from the fitted curve at half-maximal effect; nearly all actives have a fitted effect of over 55% in size; some results filed as inactive show a strong effect at the top dose; inactives centre near -15; many of its hits are not listed in these tables
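HEK-293-derived GP2 cells expressing PTHR1 and a GloSensor cAMP reporter, 3,000/well, plated overnight, given luciferin plus IBMX (each 0.5 mM as added) for 1 h at 37 °C, then compound for 1 h at 37 °C. Luminescence was read after 15 min at room temperature.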
GLP-1R agonist = activates the human GLP-1 receptor; HEK293 GLP-1R CRE-luciferase, luminescence, 4-6 h; cells express a hypersensitive GLP-1R form; hit rate 0.007% among 380,000; Potency, µM (series often up to 45.6 µM), for the others: at the highest dose activation, hits mostly activators; also: potency is read from the fitted curve at half-maximal effect; % of control where 0% means no effect
EPAC1 agonist = agonists of human EPAC1 | AID 720707 | EPAC1 agonist qHTS, biochemical assay; response scale: 100% = response to 6.5 mM cAMP | O95398 | hit rate 0.073% among 360,000 | Potency, µM (titrated, usually from 154 µM), inactives show top-dose activation, most hits filed as activators; also: potency is read from the fitted curve at half-maximal effect; nearly all actives have a fitted effect of over 60% in size
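Compounds were pinned as a concentration titration into mixtures of EPAC1 (100 nM), BODIPY-GDP-loaded Rap1B (250 nM) and GDP (50 uM). After 5 min at room temperature, fluorescence was followed for 30 min; activity was scaled to 6.5 mM cAMP.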
PI5P4Ka inh = PI5P4K alpha (human) kinase inhibition; AID 652105; P48426; hit rate 1.2% among 330,000; PI5P4Kalpha enzyme, ADP-Glo luminescence, 60 min; hits give low values; max response, %; active = max response of -50% or lower; inconclusive = between -30% and -50%; inactive = -30% or higher; also: value at the top dose of about 77 µM; % is scaled to controls: 0 for no effect and ±100 for the full control effect
Target sequence (P48426 whole entry, looked up): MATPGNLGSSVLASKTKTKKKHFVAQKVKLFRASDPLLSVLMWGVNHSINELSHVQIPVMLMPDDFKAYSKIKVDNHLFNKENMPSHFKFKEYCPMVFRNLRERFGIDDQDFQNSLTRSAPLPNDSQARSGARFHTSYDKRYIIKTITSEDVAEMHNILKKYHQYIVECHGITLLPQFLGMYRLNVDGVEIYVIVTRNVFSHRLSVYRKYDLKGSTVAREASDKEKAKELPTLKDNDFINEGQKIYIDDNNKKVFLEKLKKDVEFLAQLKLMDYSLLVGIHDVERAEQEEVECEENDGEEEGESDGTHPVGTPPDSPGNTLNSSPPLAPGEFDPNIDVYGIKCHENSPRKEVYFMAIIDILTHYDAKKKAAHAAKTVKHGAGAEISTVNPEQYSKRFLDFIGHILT
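Controls without substrate or without enzyme flank wells where PI5P4Kalpha converts substrate using 5 microM ATP (final). Incubation lasts 60 minutes at room temperature; ADP formed is read by ADP-Glo luminescence.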
GLP-1R inv ag = inverse agonists of human GLP-1 receptor. Potency, µM (top dose mostly 38.3 µM), without a hit: at the highest dose activity change, negative = inhibition, most hits filed as inhibitors. hit rate 1.6% among 410,000. HEK293 GLP-1R CRE-luciferase, luminescence, 24 h; GLP-1R form is constitutively active. P43220. AID 624417; also: potency is read from the fitted curve at half-maximal effect; % is scaled to controls: 0 for no effect and ±100 for the full control effect; nearly all actives have a fitted effect of over 55% in size
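Inverse agonism was detected as reduced cAMP-driven luciferase luminescence after 24 h compound treatment. The cells were HEK293 clones expressing constitutively active human GLP-1R with the reporter. Reporter-only and GPR119 cell lines served as counterscreen controls.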
HEK293 tox = cytotoxic in the GLP-1 receptor inverse agonist counter-screen. hit rate 0.13% among 410,000. AID 624418. HEK293 cAMP-luciferase reporter cells, luminescence, 24 h. Potency, µM (series often up to 38.3 µM), inactives show at the highest dose activity change, negative = inhibition, most hits filed as inhibitors;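 also: loss of luciferase light is scored as toxicity; potency is read from the fitted curve at half-maximal effect; % is scaled to controls: 0 for no effect and ±100 for the full control effect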
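Step one: seed cells (200 cells/uL, DMEM with 10% Nu serum, 1% pen-strep). Step two: 12-hour incubation at 37 deg C. Step three: pin 23 nL compound, incubate 24 hr. Step four: add luciferase reagent, read luminescence 12 min later.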
IL-2 act = activators of IL-2; activation, % (series mostly up to about 46 µM); AID 652025; hit rate 0.065% among 360,000; IL-2 activation reporter assay, cell-based qHTS; stimulated with anti-CD3/CD4/CD28 beads; in transgenic mouse T cells; in the data active = activation above about 50%; inconclusive = mostly about 30% to 49%; also: 0% is about no effect
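Unstimulated transgenic mouse T cells, 750 per well, received compound and, after 60 minutes, anti-CD3/anti-CD4 bead plus anti-CD28 stimulation. EGFP and DsRed were quantified after 18 hours.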
EPAC1 antag = EPAC1 (human) antagonism | hit rate 0.14% among 360,000 | O95398 | AID 720709 | Potency, µM (doses to about 115 µM), for the others: top-dose activity change, negative = inhibition, usual class: inhibitors | EPAC1 GEF assay, Rap1b-BODIPY-GDP exchange fluorescence;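 also: potency is read from the fitted curve at half-maximal effect; plate controls were vehicle for no effect and positive control for full effect; nearly all actives have a fitted effect of over 50% in size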
An asterisk follows results filed as active; i = inactive; u = inconclusive; x = no result given; [ ] = another dose, or the depositor's remark. Unless noted, calls follow the shape of the dose curve; as a rule, active = well fitted curve in the direction sought with a large enough effect; inconclusive = small, poorly fitted or top-dose-only effect, or another doubt; inactive = no such curve, though single readings can be large; an effect the other way counts as inactive or inconclusive. These rows are one share of the data; the hit share may differ from the screen's.

SMILES,EPAC1 antag,IL-2 act,PI5P4Ka inh,GLP-1R agonist,PTHR1 agonist,HEK293 tox,PLK1 PBD inh,GLP-1R inv ag,EPAC1 agonist
Oc1ccc(CN2CCN(Cc3ccccc3)CC2)c2cccnc12,3%,-2.9,3,2%,i,u,u,u,-1%
COc1ccc(CCNC(=O)CCS(=O)(=O)c2ccc(C)cc2)cc1OC,7%,-3.0,x,4%,-7%,3%,-12%,-3%,12%
CCCC1(C(=O)O)NC(c2cccc(OC)c2O)C2C(=O)N(c3ccccc3)C(=O)C21 (stereo not given),-3%,0.4,-4,-3%,-6%,1%,-7%,2%,-1%
Cc1ccc2c(c1)sc(=NC(=O)C1CC1)n2C,5%,0.1,1,9%,i,-7%,1%,18%,-10%
CC1=NNC(=O)/C1=C\c1cn(-c2ccccc2)nc1-c1cccs1,-21%,-0.4,-28,1%,-41%[inhibitor],7.9µM*,2.7µM*,u,21%
CCCc1c(-c2ccc(Cl)cc2)ncn1Cc1cccc(-c2ccccc2)c1,6%,-0.4,u,x,-62%[inhibitor],-12%,u,u,9%
CCCCCNCc1ccc(Br)cc1,-11%,-0.6,x,8%,25%[57.5 µM],5%,-1%,-30%,-1%
O=C(COc1ccc(Cl)cc1)NCCN1CCCCC1,11%,1.2,-6,-1%,-14%,0%[7.66 µM],6%,-8%[7.66 µM],-3%
O=C(Nc1ccncc1)c1ccc(N2CCCC2=O)cc1,-27%,-1.1,-24,-5%,-16%,5%,-9%,13%,-2%
COc1ccc(NC2=C(Cl)C(=O)N(CCc3ccccc3)C2=O)cc1,1%,-1.4,-19,2%,-28%,u,9.5µM*,2%,-1%
CC(C)[C@H](NC(=O)OC(C)(C)C)C(=O)N/N=C/c1cccc2nccnc12,-1%,-1.1,x,9%,i,4%,-4%,0%,4%
COC(=O)[C@@]1(Cc2ccc(OC)cc2)[C@H]2c3cc(C(=O)N4CCCC4)n(CCSCCO)c3C[C@H]2CN1C(=O)c1ccccc1,14%,-1.7,3,0%,-9%,-21%,-8%,6%,-22%
COc1ccc(NC(C)=O)cc1C,-18%,-2.2,-15,0%,i,18%,-16%,-4%,14%
CCOC(=O)C1=C2c3ccc4ccccc4c3CC(C)(C)N2C(=O)C1=O,10%,1.1,1,4%,6%,18%,-15%,0%,-2%
Oc1ccc(C[C@@H]2CNCCN2CCc2cccc3ccccc23)cc1,-8%,-0.6,27,4%,u,1%,-14%,u,-2%

Three entries from above, arranged by their value in PTHR1 agonist, falling.
Molecule	EPAC1 antag	IL-2 act	PI5P4Ka inh	GLP-1R agonist	PTHR1 agonist	PLK1 PBD inh	EPAC1 agonist
CCCC1(C(=O)O)NC(c2cccc(OC)c2O)C2C(=O)N(c3ccccc3)C(=O)C21 (stereo not given)	-3%	0.4	-4	-3%	-6%	-7%	-1%
COC(=O)[C@@]1(Cc2ccc(OC)cc2)[C@H]2c3cc(C(=O)N4CCCC4)n(CCSCCO)c3C[C@H]2CN1C(=O)c1ccccc1	14%	-1.7	3	0%	-9%	-8%	-22%
O=C(COc1ccc(Cl)cc1)NCCN1CCCCC1	11%	1.2	-6	-1%	-14%	6%	-3%

Later entries:
SMILES,EPAC1 antag,IL-2 act,PI5P4Ka inh,GLP-1R agonist,PTHR1 agonist,HEK293 tox,PLK1 PBD inh,GLP-1R inv ag,EPAC1 agonist
CS(=O)(=O)c1ccc(C(=O)Nc2nc(-c3ccco3)c(-c3ccco3)s2)cc1,u,-7.3,-84*,-4%,-35%[inhibitor],-12%,-27%,7%,3%
Cc1ccc(NC(=O)c2ccc(Cl)c(S(=O)(=O)N3CCCCCC3)c2)nc1,-4%,-2.7,0,14%,-25%,-15%,7%,7.1µM*,2%
Cn1c(=O)n(C)c2cc(S(=O)(=O)NCCO)ccc21,12%,-1.4,x,0%,i,3%,-17%,8%,4%
CCCn1c(SCC(=O)Nc2ccc3c(c2)OCCO3)nnc1-c1ccco1,9%,-2.6,-4,0%,-6%[57.5 µM],-2%,u,7%,6%
COc1ccc2cc(CN(CC3CCCO3)C(=S)Nc3ccccc3)c(=O)[nH]c2c1 (stereo not given),u,-5.7,3,18%,-47%[inhibitor],u,-7%,u,-2%
Nc1nonc1-n1nnc(C(=O)N/N=C/c2cccnc2)c1-c1cccs1,5%,-1.2,2,-2%,i,1%,-9%,-13%,10%
COc1ccc(OCc2nnc(SCC(=O)N3CCCCC3)o2)cc1,-11%,0.0,-5,6%,i,-9%,-3%,1%,-3%
COc1ccc(NC(=O)N(C)[C@H]2C[C@H]3c4[nH]c5ccccc5c4CCN3C[C@H]2[C@H](C)O)cc1,0%,-2.3,5,-3%,0%,0%,-14%,u,2%
CCOC(=O)C1(Cc2ccccc2C)CCCN(Cc2ccc(NC(C)=O)cc2)C1 (stereo not given),1%,1.5,4,19%,-16%,-1%,-8%,u,4%
COCCNC(=O)CN(C(=O)CCC(=O)Nc1ccccn1)c1cc(C)ccc1C,4%,-0.5,-3,-1%,15%,3%,-12%,12%,17%
COc1ccc(N2CCN(C(=O)CCC(=O)N3CC(C)Oc4ccc(C)cc43)CC2)cc1 (stereo not given),-16%,-0.9,-4,7%,-40%[inhibitor],-6%,-8%,u,3%
O=C(NCCc1ccccc1)C1CCC(=O)N(Cc2cccc(C(F)(F)F)c2)C1 (stereo not given),-1%,-1.8,0,2%,i,5%,0%,-10%,-8%
O=C(CCc1ccccc1)Nc1nc2nc(-c3ccccc3)cc(=O)n2[nH]1,6%,-0.8,-29,-12%,-32%[inhibitor][57.5 µM],15%,-11%,13%,6%
NC(=O)c1ccc(CSc2nc3ccccc3s2)cc1,-14%,-0.1,6,-2%,-71%[inhibitor],11%,-17%,42%[activator],-11%
COCCNC(=O)c1cc2c(c(-c3cccc(-c4cccc(OC)c4)c3)n1)[C@H](CCO)N(S(=O)C(C)(C)C)C2 (stereo not given in full),3%,-0.4,0,-5%,-22%,1%,-19%,11%,8%

Full records, looked up by structure.
Listed for CC(C)[C@H](NC(=O)OC(C)(C)C)C(=O)N/N=C/c1cccc2nccnc12 = EPAC1 antag: -1%; IL-2 act: -1.1; PI5P4Ka inh: x; GLP-1R agonist: 9%; PTHR1 agonist: i; HEK293 tox: 4%; PLK1 PBD inh: -4%; GLP-1R inv ag: 0%; EPAC1 agonist: 4%
Listed for CCCCCNCc1ccc(Br)cc1 = EPAC1 antag: -11%; IL-2 act: -0.6; PI5P4Ka inh: x; GLP-1R agonist: 8%; PTHR1 agonist: 25%[57.5 µM]; HEK293 tox: 5%; PLK1 PBD inh: -1%; GLP-1R inv ag: -30%; EPAC1 agonist: -1%

Other records follow.
SMILES,EPAC1 antag,IL-2 act,PI5P4Ka inh,GLP-1R agonist,PTHR1 agonist,HEK293 tox,PLK1 PBD inh,GLP-1R inv ag,EPAC1 agonist
Clc1ccccc1CSc1nnc(-c2ccncc2)o1,1%,-1.5,-3,5%,-12%,-1%,-3%,4%,-1%
Nc1c(-c2ccccc2)cnn1-c1cccc(Cl)c1,2%,0.9,2,2%,-37%[inhibitor],-1%,4%,u,-2%
Cc1cc(NC(=O)COn2nnc3ccc(S(C)(=O)=O)cc32)ccc1Br,-1%,-0.7,-1,0%,-40%[inhibitor],-17%,-3%,u,-8%
O=C(CN(CCc1ccccc1)C(=O)c1csnn1)NCc1ccc(F)cc1,-1%,0.0,-8,10%,i,1%,-5%,-17%,3%
Nc1nc(-c2ccc(Br)cc2)c(S(=O)(=O)c2ccccc2)s1,-26%,1.7,-1,-2%,i,-19%,-24%,u,6%
COCc1nnc(NC(=O)c2ccc(S(=O)(=O)N3CCOCC3)cc2)o1,19%,-2.2,-2,-2%,-23%,-2%,-1%,6%,-11%
CCNC(=O)C1(C)CCN(C(=O)c2cccnc2SC)C1 (stereo not given),-1%,0.4,-3,-7%,-20%,3%,1%,24%,0%
Cc1cc(C)c(C)c(S(=O)(=O)Nc2ccccc2N2CCOCC2)c1C,-6%,1.0,1,7%,-34%[inhibitor],-3%,-6%,1%,12%
CCOC(=O)C1CCCN(c2c(NCCN(CC)c3ccccc3)c(=O)c2=O)C1 (stereo not given),-3%,2.2,0,3%,i,-11%,-12%,-10%,-10%
Cc1ccc2nc(SCC(=O)N3CCCC3)nc(=O)n2c1,-9%,-0.2,0,-6%,i,9%,-6%,1%,7%
Cc1cnc(CN(C)C(=O)c2ccc3oc(Cc4ccc(Cl)cc4)nc3c2)[nH]1,18%,-4.8,2,13%,-10%,1%,-6%,u,-8%
C=CCC(O)(CC=C)C(C)N (stereo not given),6%,-0.4,0,1%,i,-16%,-2%,-16%,15%
O=C(CSc1nnc(C2CC2)n1C1CC1)c1ccc(Br)s1,-8%,1.1,-11,-4%,-23%,8%,u,-5%,-1%
CC(C)(C)OC(=O)N1CCN(c2ccc(NC(=O)Cn3nnc(-c4ccccc4)n3)cc2)CC1,u,-0.3,0,-6%,i,u,-18%,u,0%
CC(C)NC(=O)C1(C)CCN1C(=O)c1cccc(Cl)c1 (stereo not given),11%,-0.3,-7,1%,-14%,1%,-4%,12%,3%
CCc1ccc(CCC(=O)Nc2sc3c(c2C#N)CCCC3)o1,4%,-1.1,x,22%,i,-20%,-22%,0%,0%

Compounds shown so far containing fluorine (two):
SMILES,EPAC1 antag,IL-2 act,PI5P4Ka inh,GLP-1R agonist,PTHR1 agonist,HEK293 tox,PLK1 PBD inh,GLP-1R inv ag,EPAC1 agonist
O=C(NCCc1ccccc1)C1CCC(=O)N(Cc2cccc(C(F)(F)F)c2)C1 (stereo not given),-1%,-1.8,0,2%,i,5%,0%,-10%,-8%
O=C(CN(CCc1ccccc1)C(=O)c1csnn1)NCc1ccc(F)cc1,-1%,0.0,-8,10%,i,1%,-5%,-17%,3%
